# uPA surface inh: inhibitors of cell surface uPA generation; cell surface uPA generation assay, qHTS; 0.31% of 330,000 active; Potency, µM (top dose mostly 38.3 µM), for the others: top-dose activity change, negative = inhibition, hits mostly inhibitors; active = well fitted inhibition curve with a large enough effect; inconclusive = small, poorly fitted or top-dose-only effect; inactive = no such curve, though single readings can be large or run the other way; tested in mouse RAW 264.7 cells; note: potency is the fitted concentration of half-maximal effect; % is set by controls: 0 for no effect and ±100 for the full control effect; nearly all actives have a fitted effect of over 55% in size
# TCR activator: T cell receptor activation | primary human leukocytes, anti-CD3, IL-2 HTRF, 48 h | Potency, µM (doses to about 9.22 µM), without a hit: top-dose activation of IL-2 secretion, most hits filed as activators | 330,000 tested, under 10 active | AID 504894; note: % of control where 0% means no effect
#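 TCR engagement came from a-CD3 beads alone, with compounds added to primary human leukocytes for 48 hr. Secreted IL-2 bridged europium cryptate- and d2-labelled anti-IL-2 antibodies, giving FRET emission at 665nm after 320nm excitation.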
# USP2a inh: inhibitors of human ubiquitin-specific protease USP2a | O75604 | USP2 core, Ub-CHOP2 coupled fluorogenic reporter, 485/531 | Potency, µM (doses to about 38.3 µM), without a hit: at the highest dose activity change, negative = inhibition, hits mostly inhibitors | 0.01% of 330,000 active | AID 463254;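 note: potency is the fitted concentration of half-maximal effect; plate controls were DMSO wells for no effect and full inhibition by NEM control for full effect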
# Target sequence (O75604 whole entry, looked up): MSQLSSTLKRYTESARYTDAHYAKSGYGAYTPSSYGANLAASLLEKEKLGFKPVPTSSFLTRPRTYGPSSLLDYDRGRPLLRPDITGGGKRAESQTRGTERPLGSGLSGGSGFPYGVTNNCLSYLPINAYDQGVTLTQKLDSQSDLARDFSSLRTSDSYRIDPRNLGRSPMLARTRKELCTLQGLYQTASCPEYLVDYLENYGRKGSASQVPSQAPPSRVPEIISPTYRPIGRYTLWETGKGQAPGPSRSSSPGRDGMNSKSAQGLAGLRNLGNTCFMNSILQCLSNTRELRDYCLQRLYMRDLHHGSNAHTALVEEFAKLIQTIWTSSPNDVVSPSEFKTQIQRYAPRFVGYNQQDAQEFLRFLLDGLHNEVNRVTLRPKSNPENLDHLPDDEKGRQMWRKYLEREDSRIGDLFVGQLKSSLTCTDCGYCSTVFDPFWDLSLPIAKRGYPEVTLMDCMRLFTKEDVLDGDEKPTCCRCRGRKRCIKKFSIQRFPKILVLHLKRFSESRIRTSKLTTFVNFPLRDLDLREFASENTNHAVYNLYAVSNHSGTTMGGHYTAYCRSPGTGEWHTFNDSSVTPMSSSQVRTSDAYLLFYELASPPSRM
#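 Deubiquitinase activity read as fluorescence (485/531 nm) after Ub-CHOP2 cleavage activates the enterokinase reporter on its substrate; USP2 core 10nM, Ub-CHOP2 and substrate 25nM each, 30min compound preincubation then 60min RT; data normalized to NEM, curves fitted.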
# ELG1 repair inh: ELG1-dependent DNA repair inhibition; HEK293T ELG1-luciferase reporter, luminescence, 16 h; DNA damage induced by 5-fluorouridine; Potency, µM (series often up to 46.1 µM), inactives show at the top dose activity change, negative = inhibition, actives largely listed as inhibitors; 2.3% of 330,000 active; AID 504467; note: potency is the fitted concentration of half-maximal effect; % is set by controls: 0 for no effect and ±100 for the full control effect; nearly all actives have a fitted effect of over 55% in size
#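 Overnight (16 hr) co-exposure of 2,000 cells/well to 5-fluorouridine and compound at 37 °C preceded detection. Luciferase was quantified via ONE-Glo luminescence; loss of signal denotes inhibition.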
# Eya2 phos inh: blocks the phosphatase activity of human Eya2; O00167; recombinant Eya2, OMFP fluorescence dephosphorylation (OMFP is methylfluorescein phosphate); Potency, µM (doses to about 76.9 µM), inactives show at the highest dose activity, negative = inhibition, actives largely listed as inhibitors; 0.006% of 330,000 active; note: potency is the fitted concentration of half-maximal effect; % is set by controls: 0 for no effect and ±100 for the full control effect
#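 Eya2 (0.2 uM) preincubated 10 min at ambient with compound, then OMFP substrate added at 50 uM; 10 min reaction in 50 mM HEPES pH 7.5, 50 mM NaCl, 5 uM MgCl2, 0.05% BSA, 1 mM DTT. Fluorescence read at Ex 485/Em 525 nm.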
# Mito fusion act: mitochondrial division inhibition or fusion activation | Potency, µM (top dose mostly 46.1 µM), for the others: top-dose growth rescue (activation), actives largely listed as activators | S. cerevisiae fusion-defective mutant growth rescue, CellTiterGlo 48 h | 0.23% of 320,000 active;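 note: potency is the fitted concentration of half-maximal effect; % of control where 0% means no effect; nearly all actives have a fitted effect of over 45% in size; temperature-sensitive fusion mutants such as fzo1-1 at 37 °C on non-fermentable ethanol glycerol medium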
#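 Luminescent cell viability in 1536-well qHTS format served as the measure of rescued growth in ts fusion-mutant S. cerevisiae cultured on non-fermentable YPEG for 48 hours at 37C.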
# Tb PFK block: inhibitors of T. brucei phosphofructokinase. Potency, µM (titrated, usually from 57.5 µM), for the others: at the highest dose activity, negative = inhibition, usual class: inhibitors. T. brucei PFK, ADP-Glo luminescence. O15648. 0.17% of 330,000 active;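 note: potency is the fitted concentration of half-maximal effect; 0% = uninhibited 1x PFK enzyme wells and -100% = no-enzyme wells; nearly all actives have a fitted effect of over 60% in size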
# Target sequence (O15648 whole entry, looked up): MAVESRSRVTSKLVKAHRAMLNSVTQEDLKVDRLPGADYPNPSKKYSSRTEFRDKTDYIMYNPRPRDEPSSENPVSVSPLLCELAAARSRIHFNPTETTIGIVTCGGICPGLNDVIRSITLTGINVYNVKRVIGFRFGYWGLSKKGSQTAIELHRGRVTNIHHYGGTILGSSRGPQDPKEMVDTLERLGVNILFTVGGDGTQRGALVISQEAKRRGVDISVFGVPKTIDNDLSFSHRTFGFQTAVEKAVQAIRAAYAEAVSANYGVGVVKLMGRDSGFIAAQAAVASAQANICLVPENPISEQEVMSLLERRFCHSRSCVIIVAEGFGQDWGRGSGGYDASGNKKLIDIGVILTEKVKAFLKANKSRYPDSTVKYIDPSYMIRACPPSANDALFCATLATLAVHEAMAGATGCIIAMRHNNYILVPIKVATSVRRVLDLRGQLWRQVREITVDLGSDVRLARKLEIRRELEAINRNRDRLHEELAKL
#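 ADP-Glo luminescence quantified ADP after 45 min at room temperature, with 1.25 nM T. brucei PFK, 0.1 mM ATP and 0.5 mM fructose-6-phosphate in pH 8.0 TEA buffer. qHTS titrations up to 57 µM; curves classified by quality.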
# TSHR antag: human thyrotropin receptor antagonism. P16473. TSHR-expressing cells, TSH-stimulated cAMP HTRF, 2 h; hits give low values. activity change, negative = inhibition, % at 11.5 µM. 0.2% of 330,000 active. AID 504810;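 active = activity change below a set negative limit, meaning inhibition stronger than a set level, cut at about -70% in these data; inconclusive = activity change between two set negative limits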; note: % is set by controls: 0 for no effect and ±100 for the full control effect
#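 Inhibition of cAMP made by TSHR-expressing cells under TSH stimulation (4nM final, EC80; 2 h, 37 deg C) is quantified with a one-step lysis HTRF kit, anti-cAMP cryptate versus cAMP-d2.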
# TSG101-PTAP inh: blocks PTAP/TSG101 interaction to inhibit HIV-1 budding; Q99816; Fluorescence polarization, FITC-PTAP peptide / Tsg101 binding; Potency, µM (highest dose often 115 µM), for the others: at the highest dose activity change, negative = inhibition, usual class: inhibitors; 340,000 tested, under 10 active; active = well fitted inhibition curve with a large enough effect in the main read-out, with a control signal flat, not every such curve was filed as active; inconclusive = small, poorly fitted or top-dose-only effect, or effect the other way, or a change in a side signal; inactive = no such curve, though single readings can be large or run the other way; note: potency is the fitted concentration of half-maximal effect; % of control where 0% means no effect
#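 Fluorescence anisotropy tracks displacement of a FITC-tagged PTAP peptide (50 nM) from the Tsg101 binding domain (10 uM), following a 20 min room-temperature incubation at pH 7.5.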
# Chronic BCR inh: blocks chronic active B-cell receptor signaling; 0.05% of 340,000 active; AID 493014; ABC-DLBCL IkBa-CBG/CBR reporter, luminescence ratio, 4 h; Potency, µM (doses to about 46.1 µM), for the others: at the top dose ratio change, negative = lower green/red ratio, usual class: inhibitors; active = well fitted inhibition curve with a large enough effect in the signal ratio, with a control signal flat, not every such curve was filed as active; inconclusive = small, poorly fitted or top-dose-only effect, or effect the other way, or a change in a side signal; the % refers to the signal ratio;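 note: potency is the fitted concentration of half-maximal effect; plate controls were basal doxycycline-induced cells for no effect and cells given 10 µM MG132 for full effect; MG132 reads +100%, hits lower the ratio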
#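 Cell line TMD8 (human ABC DLBCL), stably expressing tet-inducible CBG68-IkBa fusion and CBR; IMDM/0.5% FBS; cpd up to 46 uM; dox induction, 4 h, 37C/5% CO2; dual luminescence; green/red ratio; MG132 control.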
# B2AR arrestin: recruits beta-arrestin to the human beta2-adrenergic receptor; P07550; 0.02% of 330,000 active; AID 492947; Potency, µM (highest dose often 46.1 µM), for the others: at the highest dose activation, most hits filed as activators; beta-arrestin recruitment to beta2AR, cell-based reporter;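 note: potency is the fitted concentration of half-maximal effect; 0% = DMSO controls and full agonism = EC100 isoproterenol or metaproterenol; nearly all actives have a fitted effect of over 65% in size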
# An asterisk follows results filed as active; ? = inconclusive; · = no result given; [ ] = another dose, or the depositor's remark. Unless noted, calls come from the whole dose curve; as a rule, active = well fitted curve in the direction sought with a large enough effect; inconclusive = small, poorly fitted or top-dose-only effect, or another doubt; inactive = no such curve, though single readings can be large; an effect the other way counts as inactive or inconclusive.
SMILES,uPA surface inh,TCR activator,USP2a inh,ELG1 repair inh,Eya2 phos inh,Mito fusion act,Tb PFK block,TSHR antag,TSG101-PTAP inh,Chronic BCR inh,B2AR arrestin
C=CCNC(=O)c1ccccc1S(=O)c1ccccc1C#N (configuration not stated),0%,5%,0%,-1%,-26%,-1%,0%,2,-4%,0%,-0.2%
CC(CN1CCOCC1)OC(=O)c1ccccc1 (configuration not stated),3%,-2%,0%,-7%,?,3%,0%,-7,0%,-10%,-0.2%
O=C(O)c1ccc(N=Nc2c(-c3ccccc3)[nH]oc2=O)cc1,4%,2%,3%,?,?,16%,-14%,-16,-2%,·,0.3%
CCOC(=O)c1cc(N)cc([N+](=O)[O-])c1,10%,2%[46.1 µM],-3%,2%,8%,-1%,7%,22,0%,-1%,5.9%
CCOC(=O)CSCC(=O)N1N=C(c2cccs2)CC1c1ccc(F)cc1 (configuration not stated),-3%,-4%[46.1 µM],0%,5%,-6%,17%,-5%,15,-7%,?,7.8%
Cc1[nH]c(=S)c(C#N)c(C)c1Cc1ccc(Cl)cc1Cl,-7%,7%,0%,?,0%,10%,1%,-4,-6%,11%,-0.2%
COc1ccc(N(C(=O)CNC(=O)c2ccco2)C(C(=O)NCC2CCCO2)c2ccccc2)c(OC)c1 (configuration not stated),3%,3%,3%,7%,11%,-4%,2%,-9,-7%,-6%,-0.8%
O=c1cc(-c2ccccc2)nc(Cc2c(Cl)cccc2Cl)[nH]1,-3%,2%,3%,6%,3%,-6%,4%,-6,1%,2%,-0.3%
CN(C)C(=O)C(=O)c1cccn1-c1cccc(Cl)c1C#N,-4%,-9%,10%,9%,7%,6%,1%,-12,-12%,11%,-1.0%
CCO[C@H]1OC(C(N)=O)=C[C@@H](C2CCCCC2)[C@@H]1CCCO,11%,5%,1%,12%,10%,2%,0%,2,-6%,-12%,-0.4%
CC(=O)Nc1cc2ccccc2oc1=O,5%,1%,3%,13%,0%,-2%,-1%,4,0%,-29%,0.1%
CCCOc1ccc(CC(=O)NCC2(c3ccccc3)CCOCC2)cc1OC,4%,-19%,-1%,-17%,4%,-2%,-1%,0,0%,0%,-0.6%
COc1cccc(C(C(=O)NC(C)(C)C)N(Cc2ccc(C)cc2)C(=O)CCC(=O)Nc2cc(C)on2)c1OC (configuration not stated),-6%,1%,2%,-3%,?,2%,2%,1,0%,1%,-1.0%
Cc1ccc(S(=O)(=O)NC(Cc2ccccc2)C(=O)O)cc1 (configuration not stated),·,-2%,2%,8%,-7%,23%,-3%,4,-5%,8%,-0.5%
O=C(Nc1cccc(Cl)c1)N1CCN(c2ncccn2)CC1,-1%,-7%,1%,3%,4%,1%,-3%,-6,0%,?,-0.1%
NC(=S)c1cc2ccc(O)cc2oc1=O,0%,-1%,1%,-14%,-24%,5%,0%,48,-3%,?,-0.4%
COCCCNC(=O)CS(=O)Cc1nc(-c2ccccc2C)oc1C (configuration not stated),5%,-2%,-9%,0%,-1%,-6%,1%,-1,-3%,-3%,-0.1%
O=C(CN(c1ccccc1)S(=O)(=O)c1ccccc1)N1CCN(Cc2ccc3c(c2)OCO3)CC1,-1%,-1%,-1%,?,-9%,5%,3%,-8,-8%,1%,0.3%
Cc1cc(NC(=O)C2CCCCC2)ccc1NC(=O)c1ccccc1Cl,-5%,0%[46.1 µM],0%,1%,-17%,-7%,-3%,14,-2%,?,-0.5%
CC(Oc1ccccc1F)c1nnc(SCC(=O)Nc2ccc(N3CCOCC3)cc2)o1 (configuration not stated),0%,3%,2%,0%,8%,-5%,1%,4,1%,0%,-0.3%
CCN(CC)CCOC(=O)c1ccc(N/C=C(/C#N)c2nc(-c3cccc(OC)c3)cs2)cc1,3%,-2%,1%,-12%,13%,10%,6%,3,-9%,?,1.0%
COc1ccccc1CNC(=O)CCNC(=O)N1CC(=O)Nc2ccccc21,0%,0%,0%,4%,4%,-2%,0%,9,-3%,-7%,-0.1%
Cc1cccc(NC(=O)CSc2nnc(CCC(=O)Nc3ccc(C)c(Cl)c3)n2C)c1,-2%,-18%,-1%,?,6%,1%,-6%,1,-3%,-2%,0.5%
Cc1cc(O)c(C=Nc2ccc(Cl)cn2)c(=O)o1,1%,-6%,12%,-1%,7%,9%,?,18,2%,-21%,-0.1%
COC(=O)c1nn(-c2ccccc2)c(Sc2ccc(OC)cc2)c1/C=N/O,-2%,4%,0%,-11%,-11%,-1%,-13%,3,-7%,?,2.6%
CC(C)c1ccc(NC(=O)COC(=O)c2c[nH]c(=O)[nH]c2=O)cc1,-5%,-2%,5%,?,2%,-2%,7%,9,-3%,-7%,-0.8%
COc1ccc(-c2c(-c3cc(OC)c(OC)c(OC)c3)noc2C)cn1,?,-3%,0%,26%,-4%,4%,-5%,1,0%,?,-0.7%
CS(=O)(=O)Nc1ccc(S(=O)(=O)Nc2nccs2)cc1,1%,0%,1%,15%,2%,-7%,0%,-1,-3%,?,0.0%
COc1ccc(C(=O)COC(=O)c2cccnc2Cl)c(OC)c1,-2%,7%,1%,?,0%,3%,-5%,-8,-7%,?,1.0%
Oc1oc(-c2ccccc2Br)nc1/C=N/c1ccccn1,-19%,5%,9%,?,3%,-3%,-2%,3,-2%,?,0.0%
O=C(CSc1nnc(-c2ccncc2)n1-c1ccc(Cl)cc1)N1CCOCC1,-7%,7%,1%,-2%,17%,-1%,-3%,-2,-5%,?,-0.3%
Cc1ccc(S(=O)(=O)N(CC#N)CC#N)cc1,-1%,-6%,-4%,4%,1%,4%,-7%,1,-3%,-1%,-0.6%
CN1CCN(/C=N/c2c(C#N)cnn2Cc2ccccc2)CC1,·,0%,1%,-14%,-7%,-1%,0%,-1,-3%,0%,-0.5%
O=C(NC1CCCCCC1)c1c2c(nc3ccccc13)CCN(Cc1ccccc1)C2,-1%,-6%[46.1 µM],-2%,?,-4%,0%,7%,9,0%,-2%,-0.3%
O=C(CN1CCc2ccccc21)NC(=O)NCc1ccco1,1%,·,1%,-7%,-1%,-3%,-4%,6,-2%,3%,0.2%
COc1ccc(NC(=O)CSc2nc(O)cc(=O)n2-c2ccccc2)cc1,5%,-1%,-2%,-7%,2%,3%,-3%,-26,0%,4%,-0.5%
O=C1COc2ccc(C(=O)COC(=O)Cc3c(F)cccc3Cl)cc2N1,12%,2%,-4%,-2%,-26%,9%,5%,-12,-2%,2%,0.4%
Cn1c(C(C(=O)NCC2CCCO2)N(CCc2ccccc2)C(=O)Cn2nnc3ccccc32)nc2ccccc21 (configuration not stated),-1%,2%,2%,-11%,-9%,-2%,9%,1,-2%,-3%,2.0%
COC(=O)CCCN1C(=O)c2cccc3cccc(c23)C1=O,0%,·,1%,17%,-7%,6%,0%,-3,0%,?,1.8%
Cc1cc(C)c(C)c(S(=O)(=O)NNC(=O)c2cccc(S(=O)(=O)N3CCOCC3)c2)c1C,1%,3%[46.1 µM],1%,0%,-2%,0%,-9%,-7,-3%,?,-1.1%
CC1(CCc2ccccc2)NC(=O)N(CC(=O)N2CC(=O)Nc3ccccc32)C1=O (configuration not stated),-2%,6%,1%,-8%,-5%,-4%,-2%,-77*,-1%,-14%,0.1%
CCC(=O)NC(=S)Nc1ccc(NC(=O)c2ccco2)cc1,2%,-9%,3%,?,-29%,0%,-2%,13,-8%,-1%,-0.2%
NC(=O)c1cc(C(=O)Cc2ccccc2)c[nH]1,2%,-1%,0%,0%,-1%,-10%,1%,-1,0%,?,0.5%
CC1(C)CC(=O)C(C=NCCc2ccc(S(N)(=O)=O)cc2)=C(O)C1,2%,0%,1%,8%,-1%,-1%,-5%,·,2%,-1%,-2.1%
O=C(CSc1nnc(CNC(=O)c2ccccc2)o1)c1ccccc1,-4%,-1%,-1%,-20%,-11%,2%,-1%,-18,3%,5%,7.8%
COc1cc(C(=O)NCC(=O)N/N=C/c2ccccn2)cc(OC)c1OC,2%,-25%,1%,7%,-2%,1%,-1%,7,-4%,-23%,-0.3%

# Screening data: PubChem BioAssay, National Center for Advancing Translational Sciences (NCATS)
